GSTO1 counter: GSTO1 inhibition, counter-screen for RBBP9 inhibitors | P78417 | recombinant GSTO1, activity-based probe fluorescence polarization | inhibition, % at 5.96 µM | 1.1% of 300,000 active | AID 1974;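 active means inhibition above the campaign mean inhibition plus 3 SD, cut at about 35% in these data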;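 further: 0% = GSTO1-1 with DMSO and 100% = wells lacking GSTO1-1 enzyme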
Target sequence (P78417 whole entry, looked up): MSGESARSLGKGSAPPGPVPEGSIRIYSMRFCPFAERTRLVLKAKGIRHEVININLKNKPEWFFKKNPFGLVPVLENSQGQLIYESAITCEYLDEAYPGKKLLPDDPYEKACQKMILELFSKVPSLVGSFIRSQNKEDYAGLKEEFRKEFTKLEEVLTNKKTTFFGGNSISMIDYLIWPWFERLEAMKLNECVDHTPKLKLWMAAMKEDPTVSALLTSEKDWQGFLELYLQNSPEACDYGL
LYPLA2 inh: blocks human lysophospholipase 2, a PME1 counter-screen; AID 2177; inhibition, % at 5.9 µM; O95372; recombinant LYPLA2, FP-Rh probe fluorescence polarization; 0.38% of 320,000 active;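 active means inhibition above the screen-wide mean plus 3 SD, limit set per campaign, cut at about 26% in these data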;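 further: 0% = LYPLA2 with DMSO and 100% = wells lacking LYPLA2 enzyme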
Target sequence (O95372 whole entry, looked up): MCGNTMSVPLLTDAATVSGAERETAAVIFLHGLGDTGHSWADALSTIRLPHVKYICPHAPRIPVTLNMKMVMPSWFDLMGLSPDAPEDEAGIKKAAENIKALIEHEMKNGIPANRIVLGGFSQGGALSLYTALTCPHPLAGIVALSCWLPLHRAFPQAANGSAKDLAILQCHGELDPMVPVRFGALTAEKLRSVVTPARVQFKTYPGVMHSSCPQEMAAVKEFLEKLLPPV
PAD4 FP inh: PAD4 (human) enzyme inhibition | Q9UM07 | inhibition, % at 6.36 µM | recombinant PAD4, RCA probe fluorescence polarization | 0.41% of 330,000 active;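 active means percent inhibition above a cutoff equal to the mean of all tested compounds plus 3 SD, cut at about 15% in these data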;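 further: 0% = PAD4 with RCA probe and DMSO and 100% = probe without PAD4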
PAFAH1B3 FP inh: PAFAH1B3 (human) inhibition; Q15102; recombinant PAFAH1B3, FP-rhodamine probe, fluorescence polarization; inhibition, % at 3.39 µM; 0.28% of 340,000 active; AID 492972;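 active means inhibition above the screen-wide average of all tested compounds plus 3 SD, cut at about 25% in these data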;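 further: 0% = enzyme with DMSO only and 100% = wells lacking PAFAH1B3 protein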
Target sequence (Q15102 whole entry, looked up): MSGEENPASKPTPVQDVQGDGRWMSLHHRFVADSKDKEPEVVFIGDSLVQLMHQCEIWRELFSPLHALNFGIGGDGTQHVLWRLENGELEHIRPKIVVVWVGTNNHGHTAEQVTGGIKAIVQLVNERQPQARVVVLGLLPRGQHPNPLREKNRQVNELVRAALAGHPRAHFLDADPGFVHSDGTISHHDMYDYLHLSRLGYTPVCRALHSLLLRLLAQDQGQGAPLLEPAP
PREPL inhibitor: inhibitors of human prolyl oligopeptidase-like enzyme PREPL; inhibition, % at 5.96 µM; AID 2751; recombinant PREPL, fluorescence polarization activity-based probe; 0.68% of 320,000 active; in the data active means inhibition above about 43%;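 further: 0% = enzyme with DMSO and 100% = wells lacking enzyme; many of its hits are not listed in these tables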
PAFAH1B2 FP inh: blocks human PAF acetylhydrolase 1b catalytic subunit 2 | 1.2% of 340,000 active | inhibition, % at 3.39 µM | AID 492953 | P68402 | recombinant PAFAH1B2, FP-rhodamine activity probe, fluorescence polarization;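 active means inhibition above the mean of all tested compounds plus 3 SD, cut at about 24% in these data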;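 further: 0% = enzyme with DMSO and 100% = wells lacking PAFAH1B2; many of its hits are not listed in these tables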
Target sequence (P68402 whole entry, looked up): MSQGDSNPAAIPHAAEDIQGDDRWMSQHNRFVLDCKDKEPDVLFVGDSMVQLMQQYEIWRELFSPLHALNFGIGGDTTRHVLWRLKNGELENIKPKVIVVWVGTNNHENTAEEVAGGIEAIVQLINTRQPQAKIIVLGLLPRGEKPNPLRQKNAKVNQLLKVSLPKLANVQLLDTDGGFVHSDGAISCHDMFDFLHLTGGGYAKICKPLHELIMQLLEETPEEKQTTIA
PAFAH2 inh: inhibitors of human PAFAH2 | Q99487 | recombinant PAFAH2, FP-rhodamine activity probe, fluorescence polarization | inhibition, % at 3.39 µM | 0.99% of 340,000 active;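 active means inhibition above the mean over all tested compounds plus 3 SD, cut at about 30% in these data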;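 further: inhibitors block probe labeling of enzyme so polarization drops; 0% = enzyme with DMSO and 100% = wells lacking PAFAH2 protein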
pPAFAH FP inh: inhibitors of human plasma PAF acetylhydrolase (pPAFAH) | 1.5% of 330,000 active | recombinant pPAFAH, FP-rhodamine probe fluorescence polarization | inhibition, % at 3.39 µM | Q13093;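 active means inhibition above the mean inhibition across the screen plus 3 SD, cut at about 25% in these data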;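 further: inhibitors block binding of the rhodamine activity-based probe so polarization drops; 0% = enzyme with DMSO and 100% = wells lacking pPAFAH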
LYPLA1 counter: blocks human lysophospholipase 1, a PME1 counter-screen | inhibition, % at 5.9 µM | recombinant LYPLA1, FP-Rh probe fluorescence polarization | AID 2174 | O75608 | 0.16% of 320,000 active;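 active means inhibition above the mean of all tested compounds plus 3 SD, set per campaign, cut at about 14% in these data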;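 further: inhibitors block serine hydrolase probe labeling of LYPLA1 so polarization falls; 0% = enzyme with DMSO and 100% = wells lacking LYPLA1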
* = called active by the depositor; · = no result given.

Each structure is followed by: GSTO1 counter, LYPLA2 inh, PAD4 FP inh, PAFAH1B3 FP inh, PREPL inhibitor, PAFAH1B2 FP inh, PAFAH2 inh, pPAFAH FP inh, LYPLA1 counter
> CC(C)CC(=O)NC(NC(=O)CC(C)C)c1cccc([N+](=O)[O-])c1
 : 7, -1, 5, 6, 11, 3, 10, 0, -2
> O=C1c2ccccc2C(=O)N1CCC(=O)N1CCCc2ccccc21
 : 6, 16, -2, 12, 4, 2, 2, 3, 13
> COc1ccc([C@H]2CC(=O)C=C(c3ccc(Cl)c(C(F)(F)F)c3)C2)cc1
 : ·, -8, -5, -1, -4, 2, 5, 0, 2
> O=C(Nc1ccnn1C1CCN(CCCC2CCCC2)CC1)c1ccccc1
 : -1, 10, -4, 2, 1, 4, -3, 0, 4
> Cc1nc2ccccc2nc(=O)c1NNc1ccc([N+](=O)[O-])cc1
 : 2, -9, 0, 4, 12, -1, 3, 7, -8
> C#Cc1ccc([C@@H]2C=C(C(=O)N3CCN(Cc4ccc5c(c4)OCO5)CC3)O[C@H](OCCCCO)C2)cc1
 : 4, -3, 0, 6, 45*, -8, 1, -1, 0
> O=C(CN(Cc1ccc(Br)cc1)S(=O)(=O)c1ccccc1)NCc1cccnc1
 : 7, 4, 6, -3, 2, 3, -7, 5, 3
> CCOc1cc(C(=O)N[C@@H](C)C(=O)N2CCC3(CC2)NCCc2[nH]cnc23)cc(OCC)c1OCC
 : -7, 1, -6, 5, -14, 4, -7, -4, 4
> Cc1ccc(NC(=O)CN2C(=O)CSC2=O)cc1
 : 1, 5, -5, 3, -3, 2, 5, 1, -1
> CC1(CC(=O)O)SC(=O)NC1=O (centres undefined)
 : -8, -6, 1, 2, 3, 1, 6, -4, -2
> C=C(C)c1cccc(C(C)(C)NC(=O)N2CCCC(C)C2)c1 (centres undefined)
 : -7, 2, 1, 2, 11, 2, -5, -1, 0
> C=CCC[C@H](Cc1ccc(F)cc1)C(=O)OC[C@H](C)NC(=O)[C@@H](CC=C)CC(=O)N[C@H](CO)Cc1ccccc1
 : ·, ·, -3, 6, 28, 0, -1, 8, ·
> Clc1ccc(OCCOCCN2CCCCC2)c(Br)c1
 : 2, 2, 2, -3, 29, 0, 3, 4, 1
> Cc1ccc(Nc2cc(=O)oc3ccccc23)c(C)c1
 : -3, 3, 2, -1, 16, 6, 4, 1, -1
> CCCN1C(=O)/C(=C/c2ccc(C)s2)SC1=Nc1ccc(OC)cc1
 : 5, -1, -5, 0, -5, -5, -6, 5, -1
> O=C(COc1ccc(S(=O)(=O)NCc2ccccc2)cc1)N1CCOCC1
 : -2, -2, 1, -1, -6, 1, -3, 5, 0
> CSc1nsc(SC)c1C(=O)OCC(F)(F)F
 : 4, 2, 4, -4, -4, -5, 3, 7, 0
> CC(=O)Oc1ccc(N2C(=O)C3C(C2=O)C2C=CC3C23CC3)cc1[N+](=O)[O-] (centres undefined)
 : 7, 7, 2, 4, 13, 6, 13, 1, 0
> O=C1CC2(CCN(C(=O)COc3ccccc3)CC2)Oc2ccccc21
 : 0, 12, -2, 7, -2, 8, 8, 1, 1
> CC(=O)N1CCCN(Cc2cn(-c3cccc(C)c3)nc2-c2cccc(F)c2)CC1
 : -8, 3, 1, 4, -7, -2, 3, 6, 4
> Cc1ccc(C(=O)NCC(=O)Nc2ccc(Cl)cc2)s1
 : ·, ·, 4, 11, 4, 1, 3, -2, ·
> CC(=O)N1CCC(N(CCN2CCOCC2)C(=S)Nc2c(C)cccc2C)CC1
 : -5, 6, -9, 7, 2, 9, 1, 2, -1
> Cc1cc(C)cc(NC(=O)C2CCCN(S(=O)(=O)c3ccc4[nH]c(=O)ccc4c3)C2)c1 (centres undefined)
 : -67, -7, -9, -3, -6, -12, -3, 5, 0
> COc1ccc(OC)c(S(=O)(=O)N2Cc3ccccc3CC2C(=O)O)c1 (centres undefined)
 : 2, -10, 0, 6, -6, 9, 0, 0, -3
> COc1ccc(Oc2coc3cc(OCC(=O)N4CCCCC4)ccc3c2=O)cc1
 : -4, 4, -2, ·, -3, ·, ·, 7, -2
> O=C(O)c1ccc(NC(=S)NC(=O)c2ccc(-c3ccccc3)cc2)cc1
 : -8, 6, -1, 4, 4, -5, 6, 2, 0
> COc1ccc(S(=O)(=O)n2nc(-n3c(C)ccc3C)c3c(F)cccc32)cc1OC
 : 7, -5, 2, 3, -7, -3, 1, 2, -4
> OCCNCCOc1ccccc1F
 : 14, -2, 6, 7, 3, 1, 2, -4, -2
> COC(=O)c1ccc(NS(=O)(=O)c2cc3c4c(c2)CCC(=O)N4CCC3)cc1
 : -8, 1, -4, -5, 9, -3, 8, 5, 1
> CCOC(=O)CS(=O)(=O)CC(=O)Nc1ccc([N+](=O)[O-])cc1OC
 : -7, 6, -5, 13, 1, 0, -3, 4, -1
> O=C(c1ccccc1)N1CCOC12CCN(c1ncc(C(F)(F)F)cc1Cl)CC2
 : 3, 8, -2, 4, 2, 2, -1, 2, 2
> C=CCOC(=O)C1=C(C)NC(=O)NC1c1cn(-c2ccccc2)nc1-c1cccs1 (centres undefined)
 : -18, 7, -6, -6, -7, -6, 6, 6, -4
> CCc1ccccc1N(CC(=O)NCc1ccc(OC)cc1)C(=O)CCC(=O)Nc1ccccn1
 : 1, 0, -5, 2, 1, 0, 5, 3, -3
> CCN(CC)CCN(C)c1ccc(N2C(=O)C3CC=CCC3C2=O)cc1[N+](=O)[O-] (centres undefined)
 : 0, 3, 5, 5, 1, 3, -2, 4, 2
> O=C1N(Cc2cccc(Cl)c2)C[C@@H]2C[C@@H](c3cccc4cccnc34)N3CCC[C@@]123
 : 4, -5, -7, -4, 31, 2, 10, 3, -1
> Cc1cc(Nc2nc3ccccc3nc2Cl)n(-c2ccccc2)n1
 : -10, 6, 3, 6, 9, 2, -5, 5, -2
> O=C(OC1CCOC1=O)C1CCN(S(=O)(=O)c2ccc(Cl)c(C(F)(F)F)c2)CC1 (centres undefined)
 : 10, -6, 3, -5, -1, -3, 0, -2, -3
> CCOC(=O)CN1CC23C=CC(O2)C(C(=O)NC2CCCC2)C3C1=O (centres undefined)
 : -3, -7, -1, 1, 3, 4, -2, 4, 1
> COCCOC(=O)C1=C(C)NC(=S)NC1c1cccs1 (centres undefined)
 : 0, -9, -2, 2, 1, 10, 1, -1, -4
> O=C(NN1C(=O)/C(=C\c2ccc(O)c([N+](=O)[O-])c2)SC1=S)c1ccccc1Cl
 : -17, -3, -11, 6, 5, 1, 10, 14, -3
> CCOC(=O)c1cccc(NC(=O)CSc2nnc(-c3cccnc3)n2CC)c1
 : -2, 6, 6, 3, 17, 6, 0, 0, 2
> COc1cc2c(cc1OC)C(Cc1ccc(O)cc1)N(C)CC2 (centres undefined)
 : 0, 5, 4, -2, 4, -2, 1, -4, 2
> COc1ccc(/C(C)=N/NC(=O)CNC(=O)c2cccs2)cc1OC
 : -3, 0, -2, 0, 1, 5, -3, 4, -4
> O=C(CCn1c(=S)oc2ccccc21)Nc1cccc(F)c1
 : 1, -1, -5, 7, -4, -3, -2, 4, -3
> COc1ccc(N2CCN(C(=O)c3ccc(S(=O)(=O)N4CCCC4)cc3)CC2)cc1
 : 3, 22, 0, -4, 0, 2, 8, 5, 1
> COc1ccc(-c2nn3c(-c4cccc(C)c4)nnc3s2)cc1OC
 : 3, -1, -2, 0, -5, 3, 14, -2, -15
> Cc1ccccc1NC(=O)Cc1nc(COC(=O)c2cc(Br)ccc2O)cs1
 : ·, -3, 0, 8, -4, 4, 10, -2, -2
> CC(C)n1c(=O)[nH]c2ccccc21
 : 7, 3, 2, 3, 20, 11, 4, 3, 2
> O=C(Nc1ccccc1)C1CC(=O)N(C2CCCCC2)C1 (centres undefined)
 : 6, -1, 2, 5, -1, 5, -1, -2, 0
> O=C1OCc2cc(NS(=O)(=O)c3cccs3)ccc21
 : 6, 2, 1, -3, 3, 1, -13, 8, -1
> Cc1nc(C(=O)NC(C)C)nn1-c1cc(Cl)cc(Cl)c1
 : 0, -2, 5, -4, 0, 2, 8, 7, -1
> CCc1ccc(C)[n+](CC(=O)c2cccs2)c1
 : 0, 7, 2, 7, 8, -1, -1, 2, -2
> COC(=O)c1cc(Br)ccc1-c1ccc(/C=N/n2nnnc2N)o1
 : 2, -12, -6, -3, 15, -3, 1, 7, -4
> COc1ccc(-c2cc(C(=O)N(C)Cc3ccc(OC)c(OC)c3OC)c3ccccc3n2)cc1OC
 : 1, -4, 1, -3, 4, 1, 7, 3, -3
> CCC1CCc2c(sc(NC(=O)C3CC=CCC3C(=O)O)c2C#N)C1 (centres undefined)
 : -11, 0, -2, 1, 2, 7, -6, 11, 1
> O=C(COc1ccccc1)NCC(=O)N/N=C/c1ccc(Br)cc1
 : -2, -1, 5, 2, 4, 3, 13, -4, -4
> O=C(c1cccs1)N(Cc1cccc(Cl)c1)C1CCS(=O)(=O)C1 (centres undefined)
 : 3, -8, -4, 0, 2, 2, 3, -3, 0
> CCOC(=O)c1cc(-c2ccc(Cl)cc2)nc2onc(C)c12
 : 2, -2, -2, ·, -7, ·, ·, 2, 0
> Cn1ccnc1CN1CCN(C(=O)c2cc(COc3ccc(F)c(F)c3)on2)CC1
 : 5, -5, 3, -3, 12, 0, -1, 7, 7
> O=C(NC1CCCCC1)c1cc(S(=O)(=O)N2CCOCC2)c(Cl)cc1Cl
 : 2, -1, 3, 4, 18, 4, 4, -3, 1
> CCN=C1SC(CC(=O)Nc2sc3c(c2C#N)CCCC3)C(=O)N1CC (centres undefined)
 : -3, 6, -5, 3, 24, 6, 2, -4, -1
> CC1(C)SCC(C(=O)O)N1C=O (centres undefined)
 : 9, 3, 0, -2, 7, 0, 2, 6, 0

Some values from the results shown:
For GSTO1 counter, `COc1cc2c(cc1OC)C(Cc1ccc(O)cc1)N(C)CC2` (centres undefined) has the entry 0
For PAFAH1B2 FP inh, `CCC1CCc2c(sc(NC(=O)C3CC=CCC3C(=O)O)c2C#N)C1` (centres undefined) has the entry 7
For PAD4 FP inh, `COc1ccc(N2CCN(C(=O)c3ccc(S(=O)(=O)N4CCCC4)cc3)CC2)cc1` has the entry 0
For PAD4 FP inh, `O=C(c1ccccc1)N1CCOC12CCN(c1ncc(C(F)(F)F)cc1Cl)CC2` has the entry -2
For PAFAH1B2 FP inh, `COCCOC(=O)C1=C(C)NC(=S)NC1c1cccs1` (centres undefined) has the entry 10
For PAFAH1B2 FP inh, `C=CCOC(=O)C1=C(C)NC(=O)NC1c1cn(-c2ccccc2)nc1-c1cccs1` (centres undefined) has the entry -6

Given bar-delimited: entries from further up
compound | GSTO1 counter | LYPLA2 inh | PAD4 FP inh | PAFAH1B3 FP inh | PREPL inhibitor | PAFAH1B2 FP inh | PAFAH2 inh | pPAFAH FP inh | LYPLA1 counter
COCCOC(=O)C1=C(C)NC(=S)NC1c1cccs1 (centres undefined) | 0 | -9 | -2 | 2 | 1 | 10 | 1 | -1 | -4
Cc1cc(Nc2nc3ccccc3nc2Cl)n(-c2ccccc2)n1 | -10 | 6 | 3 | 6 | 9 | 2 | -5 | 5 | -2
O=C1N(Cc2cccc(Cl)c2)C[C@@H]2C[C@@H](c3cccc4cccnc34)N3CCC[C@@]123 | 4 | -5 | -7 | -4 | 31 | 2 | 10 | 3 | -1
Cc1ccccc1NC(=O)Cc1nc(COC(=O)c2cc(Br)ccc2O)cs1 | · | -3 | 0 | 8 | -4 | 4 | 10 | -2 | -2

Bioassay records as filed in PubChem BioAssay.

Some of the compounds tested. The share of hits here may be higher or lower than overall.
